# PPC-1+TRAIL kill: compounds killing PPC-1 cancer cells with TRAIL present, primary screen, TRAIL potentiator project, ATPLite luminescence, uHTS. AID 1443, 2008. hit rate 0.41% among 220,000. cell killing (% activity), % at 4 µM. PPC-1 cells + TRAIL, ATPLite viability luminescence;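 active = cell killing above 50% in the first pass at 4 µM, then a duplicate retest at 5 µM averaging 50% or more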;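 note: plate controls were cells with TRAIL plus DMSO for no effect and medium-only wells lacking cells for full effect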
# NPY Y1 blocker: NPY-Y1 receptor antagonists, primary screen, cell-based; HEK293-CNG Y1 cells, membrane potential fluorescence; NPY at EC95, then isoproterenol; hit rate 1% among 200,000; inhibition, % at 3.6 µM; Neuropeptide Y receptor type 1 (Homo sapiens), P25929;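 active = inhibition above the campaign mean inhibition of all tested compounds plus 3 SD, cut at about 20% in these data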;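 note: 0% = DMSO wells given NPY plus isoproterenol and 100% = isoproterenol alone without NPY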
#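 Material: HEK293 cells co-expressing NPY Y1 receptor and cyclic-nucleotide gated channel. Timing: compound incubation 1 h at room temperature, readout 45 min post-stimulation. Signal: fluorescence, membrane potential probe.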
# PGE2 EP2 inh: human EP2 receptor antagonists, primary screen, TR-FRET cAMP, C6 glioma cells | inhibition, % at 25 µM | Prostaglandin E2 receptor EP2 subtype (Homo sapiens), P43116 | hit rate 0.52% among 260,000 | C6 glioma cells expressing human EP2; cells stimulated with saturating PGE2 | AID 1422, 2008;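 active = percent inhibition above 40 after rounding to a whole number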;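 note: rat C6 glioma host cells with rolipram phosphodiesterase inhibitor present; the protocol text gives 20 µM as final concentration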
# zfTRPN1 agonist: zebrafish TRPN1 channel agonists, primary screen, cell-based, HEK293, calcium fluorescence; AID 1424, 2008; HEK293 zebrafish TRPN1-YFP, Fluo-8 calcium fluorescence; 100% = response to 87 µM carbachol; hit rate 0.18% among 220,000; transient receptor potential cation channel N1 (TRPN1/NompC), Danio rerio; activation, % at 3 µM;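 active = activation above its plate's cutoff, the mean activation of test wells on that plate plus 3 SD, cut at about 19% in these data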;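 note: 0% = DMSO alone and 100% = 87 µM carbachol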
#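 Assay system: Zebrafish TRPN1-YFP in HEK293 cells | Incubation: Dye loading 1 h at 37 °C, then 30 min room temperature | Measured by: Kinetic Fluo-8 fluorescence, ex 470-495, em 515-575 nm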
# 14-3-3 Bad inh: inhibitors of 14-3-3 zeta/Bad binding, primary screen, biochemical, TR-FRET, bovine 14-3-3 zeta. TR-FRET 14-3-3zeta/Dy647-pBad peptide displacement, 1 h. inhibition, % at 21.7 µM. hit rate 0.71% among 220,000. AID 781, 2007;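 active = inhibition above about 70%, limit read from the data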;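 note: 0% = full 14-3-3 plus peptide FRET controls and 100% = background without 14-3-3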
# Target sequence (P63103 whole entry, looked up): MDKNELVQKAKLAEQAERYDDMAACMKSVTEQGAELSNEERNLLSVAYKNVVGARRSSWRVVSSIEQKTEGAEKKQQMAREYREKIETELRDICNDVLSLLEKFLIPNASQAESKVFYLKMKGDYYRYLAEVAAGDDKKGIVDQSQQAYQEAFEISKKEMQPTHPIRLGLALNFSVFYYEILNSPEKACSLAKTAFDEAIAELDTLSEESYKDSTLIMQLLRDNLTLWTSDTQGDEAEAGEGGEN
# EP2 mod: EP2 receptor modulators, cAMP readout, primary screen, cell-based, HTRF cAMP, PGE2 stimulation; Prostaglandin E2 receptor EP2 subtype (Homo sapiens), P43116; EP2-expressing cells, cAMP HTRF FRET, PGE2 co-stimulation; induction, % at 25 µM; hit rate 0.83% among 260,000; AID 940, 2007;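 active = compounds whose cAMP rise, as percent of the full-agonist control response, exceeds 60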;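 note: rat C6 glioma line stably carrying human EP2 under a CMV promoter; the protocol text gives 20 µM as final concentration; 100% = response of wells given 1 µM PGE2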
# NPY-Y1 PAM-ag: NPY-Y1 receptor potentiators or agonists, primary screen, cell-based. Neuropeptide Y receptor type 1 (Homo sapiens), P25929. NPY-Y1 expressing cells, potentiator/agonist activation. activation, % at 3.6 µM. hit rate 0.37% among 220,000; in the data active = activation above about 33%, passing the limit was not always enough;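 note: cells stimulated with NPY at EC10 then isoproterenol at EC100; 0% = low agonist plus stimulus and 100% = saturating agonist plus stimulus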
# TRPML3 ag: human TRPML3 channel agonists, primary screen, cell-based, HEK293 TRPML3-YFP, Fluo-8 calcium fluorescence, 3 µM; activation, % at 3 µM; 100% = the carbachol control signal; hit rate 0.29% among 220,000; AID 1448, 2008; Mucolipin-3 (Homo sapiens), Q8TDD5;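 active = activation above its plate's cutoff, the mean activation of the plate's test wells plus 3 SD, cut at about 12% in these data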;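 note: 0% = DMSO only wells and 100% = carbachol wells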
# Target sequence (Q8TDD5 whole entry, looked up): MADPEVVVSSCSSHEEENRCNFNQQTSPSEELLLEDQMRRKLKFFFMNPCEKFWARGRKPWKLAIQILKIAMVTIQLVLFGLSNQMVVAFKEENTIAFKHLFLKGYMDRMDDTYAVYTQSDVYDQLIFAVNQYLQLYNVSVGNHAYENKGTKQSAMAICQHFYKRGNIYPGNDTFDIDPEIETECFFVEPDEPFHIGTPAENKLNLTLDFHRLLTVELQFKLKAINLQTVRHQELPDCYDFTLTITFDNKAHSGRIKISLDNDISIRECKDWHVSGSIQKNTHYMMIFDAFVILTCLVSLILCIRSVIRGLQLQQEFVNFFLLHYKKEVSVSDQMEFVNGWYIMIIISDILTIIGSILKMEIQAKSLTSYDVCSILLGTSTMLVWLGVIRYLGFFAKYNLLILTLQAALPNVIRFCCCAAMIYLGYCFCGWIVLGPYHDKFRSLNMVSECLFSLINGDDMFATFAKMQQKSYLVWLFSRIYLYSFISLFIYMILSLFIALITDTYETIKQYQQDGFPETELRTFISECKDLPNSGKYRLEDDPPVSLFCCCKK
#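 Material: TRPML3-YFP stable HEK293 cells | Dosing: One concentration, 3 µM nominal, 0.3% DMSO | Timing: 125 s total fluorescence read per well | Technique: Fluo-8 calcium dye fluorescence, ex 470-495, em 515-575 nm | Measure: Percent activation from peak-to-basal fluorescence ratio, scaled between DMSO and carbachol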
# CHOP inh: inhibitors of CHOP promoter induction, primary screen, cell-based, unfolded protein response, luciferase reporter. CHO-K1 CHOP-promoter luciferase, tunicamycin-induced, 15-18 h. inhibition, % at 10 µM. hit rate 3.8% among 220,000. AID 2732, 2010;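 active = compounds that reduced the stress-induced luciferase reporter signal by more than about 70% of percent inhibition, limit read from the data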;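 note: 0% = tunicamycin plus vehicle and 100% = wells without tunicamycin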
# The depositor's hits bear a star; . = no result given; & = joins results of further samples; [ ] = remark or other dose. An excerpt, so the mix of outcomes need not match the whole.
SMILES,PPC-1+TRAIL kill,NPY Y1 blocker,PGE2 EP2 inh,zfTRPN1 agonist,14-3-3 Bad inh,EP2 mod,NPY-Y1 PAM-ag,TRPML3 ag,CHOP inh
Cc1ccc(Nc2nnc(SC/C(O)=C(\C#N)c3nc4ccccc4[nH]3)s2)c(C)c1,22.2,6.2,2.9,-0.7,-5.7[fluorescence artefact?],-4.7,3.0,-0.2,14.6
O=C(NCCCN1CCCC1=O)C1CCCO1 (centres undefined),7.9,-0.1,10.7,-0.1,-3.6,-7.0,9.2,1.0,25.4
COc1cc2c(cc1NC(=O)CSc1cccc[n+]1[O-])oc1ccccc12,33.2,-6.9,9.8,-0.1,3.7,4.3,-7.4,1.0,33.9
O=C(O)C1C2C=CC(C2)C1C(=O)NCc1cccs1 (centres undefined),13.4,-0.8,8.2,-0.1,2.8,-10.3,-4.7,0.9,-20.6
COC(=O)CNC(c1ccccc1)c1cc(C)ccc1NC(=O)c1cccc(Cl)c1 (centres undefined),1.5,28.4*,1.2,-0.1,-0.4[fluorescence artefact?],55.3,-27.1,0.4,47.5
CCOc1ccc(-c2nnc3sc(COc4ccc(Cl)cc4)nn23)cc1,5.5,-2.4,12.4,0.9,3.4,-28.5,10.9,1.0,63.4
N#CCSc1nc2scc(-c3cccs3)c2c(=O)n1CCc1ccccc1,10.3,-2.3,13.0,1.5,0.1,31.8,14.4,0.5,16.3
Cc1ccc(CC2SC(=O)NC2=O)cc1Cl (centres undefined),-7.8,-2.2,1.4&3.0,-0.3,11.6,18.6&-12.7,-5.5,0.9,5.7
O=C(O)CCCNC(=O)C(c1ccccc1)c1ccccc1,19.8&3.8,4.3&3.2,8.2&5.3,-1.3&-0.8,0.1&-0.3,15.8&18.2,-9.4&-9.9,0.3&0.4,10.2&-40.0
O=C(NCc1nnc(SCc2ccc(F)cc2)n1-c1ccc(F)cc1)C12CC3CC(CC(C3)C1)C2,21.3,-3.4,7.4,0.5,-1.0,4.8,1.2,-1.1,70.0
CCOCCCNC(=O)C(NC(=O)c1cnccn1)c1ccc(OC)cc1 (centres undefined),5.3,2.8,11.8,-0.6,18.5,-8.1,-2.9,0.2,-4.0
O=C(/C=C/c1ccccc1)Oc1cccc(C(=S)N2CCOCC2)c1,12.5,-1.7,2.4,-0.6,-9.2,-26.8,-4.9,0.0,37.0
O=C(NCc1ccco1)C1CC(c2ccc(F)cc2)=NO1 (centres undefined),6.9,.,9.5,0.3,0.7,6.5,0.6,-0.4,-8.2
CC(=O)Nc1c2c(nn1-c1cccc(Cl)c1)CS(=O)C2 (centres undefined),20.1,9.6,12.6,0.7,10.6[fluorescence artefact?],15.2,-11.6,0.9,6.7
COC(=O)c1oc2ccc(Cl)cc2c1-n1cccc1,-8.2,10.8,4.5,0.4,-4.1,52.6,-3.7,0.0,67.1
Nc1nc(CN2CCN(c3ccccn3)CC2)nc(Nc2ccc(F)cc2)n1,-2.1,4.4,7.8,0.0,0.9,10.6,-12.7,0.4,24.9
CCOc1ccc(C(N)=O)cc1OC,20.0,-0.3,12.4,-0.2,-3.4,14.9,12.8,-0.2,-5.4
O=S(=O)(NCc1c(Cl)cccc1Oc1ccccc1)c1ccc(F)cc1,-5.5,.,4.4,-2.1,6.8,44.7,-7.0,-0.2,-8.5
COc1ccc(N2CCN(CCCNS(=O)(=O)c3ccc4c(c3)oc(=O)n4C)CC2)cc1,16.1,-2.0,10.7,2.1,1.5[fluorescence artefact?],8.8,2.4,1.1,20.1
COc1ccc(N(Cc2ccccc2)C(=O)c2ccccc2[N+](=O)[O-])cc1,-4.8,0.7,7.1,-1.9,-14.7,18.3,-0.3,-1.2,-1.2
c1cncc(-c2nc3ccccn3c2Nc2ccc3c(c2)OCCO3)c1,-1.7,7.9,.,-0.2,5.8,-8.3,7.3,-0.5,-0.5
CCC(C)(C)NC(=O)C(c1ccco1)N(C(=O)CNC(=O)c1cccs1)c1cccnc1 (centres undefined),12.4,2.9,14.6,0.3,-1.6[fluorescence artefact?],22.6,3.0,0.8,5.2
CN(C)c1ccc2c3c(cccc13)C(=O)N(c1ccccc1)C2=O,.,-1.7,9.8,4.3,-4.0,-6.3,-9.8,1.3,19.1
CC1CCCCN1C(=O)CSc1ccc(-c2ccc(F)cc2)nn1 (centres undefined),29.5,-1.0,7.7,1.2,6.8,-5.5,-27.4,0.1,-10.4
O=C(CCCN1C(=O)/C(=C\c2ccccc2)SC1=S)Nc1ccc(O)cc1,.,2.3,17.2,-1.0,-0.1,-86.2,11.3,0.6,97.6*

# Looked up by compound from above, 2 records:
SMILES,PPC-1+TRAIL kill,NPY Y1 blocker,PGE2 EP2 inh,zfTRPN1 agonist,14-3-3 Bad inh,EP2 mod,NPY-Y1 PAM-ag,TRPML3 ag,CHOP inh
O=C(NCc1nnc(SCc2ccc(F)cc2)n1-c1ccc(F)cc1)C12CC3CC(CC(C3)C1)C2,21.3,-3.4,7.4,0.5,-1.0,4.8,1.2,-1.1,70.0
O=C(/C=C/c1ccccc1)Oc1cccc(C(=S)N2CCOCC2)c1,12.5,-1.7,2.4,-0.6,-9.2,-26.8,-4.9,0.0,37.0

# (cont.)
SMILES,PPC-1+TRAIL kill,NPY Y1 blocker,PGE2 EP2 inh,zfTRPN1 agonist,14-3-3 Bad inh,EP2 mod,NPY-Y1 PAM-ag,TRPML3 ag,CHOP inh
CCCOc1ccc(C2(C(=O)O)CCCC2)cc1,11.2[5 µM],7.0,5.4,0.3,7.9,24.6,0.7,1.0,9.4
Cc1ccc(C)c(Cn2cnc3c(oc4ccccc43)c2=O)c1,-11.0,2.4,6.0,1.9,-15.2,-6.4,-12.5,0.6,16.1
C/C(=C\c1ccco1)C1C(C#N)=C(N)OC2=C1C(=O)CC(C)(C)C2 (centres undefined),11.0,2.8,6.4&7.2,0.4,-7.9,1.2&10.9,-20.6,0.8,25.4
O=C(CSc1cccc2cccnc12)N/N=C/c1cccc(O)c1,8.3,5.7,13.9,1.0,0.5,-65.2,-5.8,0.4,39.1
COc1cc(CNc2ncn[nH]2)ccc1OCc1ccccc1C,9.6,-0.1,6.1,1.1,-8.4,-11.2,1.6,0.0,1.3
O=C(CCN1C(=O)C2C3C=CC(C3)C2C1=O)N1CCN(c2ccc(F)cc2)CC1 (centres undefined),-6.8,-4.9,11.2,2.5,2.9,-12.5,13.8,1.2,11.9
O=C(CSc1ccc(Br)cc1)NCC1CCCO1 (centres undefined),-1.2,0.4,5.9,0.0,7.7,2.7,-7.7,0.0,-13.4
COc1ccc(C2CC(c3ccccc3)n3nnnc3N2)cc1 (centres undefined),-6.2,11.9,5.7,1.5,-8.1,16.9,2.4,0.6,8.1
CCN(CC)C(=O)C(C)N(C#N)c1nc(C)cc(C)n1 (centres undefined),21.4,-11.6,10.5&6.6,-0.7,-4.0,-12.6&13.2,114.1*,0.6,-23.5
Fc1ccc(Oc2nccc(-c3ccc(Cl)cc3)n2)cc1,23.6,4.3,10.2,-0.4,12.3,55.1,-42.6,0.6,81.0*
COc1ccccc1N1CCN(C(=O)CCNS(=O)(=O)c2ccc(Br)s2)CC1,21.7,0.3,10.9,1.8,6.8[fluorescence artefact?],10.5,4.6,0.9,36.9
Cc1cc(C)n(-c2ccc(C(=O)OCc3ccccc3)cc2)n1,14.1,6.7,6.2,-1.0,-9.9[fluorescence artefact?],0.3,-38.6,-0.4,51.9
CC(=O)NC(Cc1cnc[nH]1)C(=O)O (centres undefined),12.6,2.2,4.3,-0.4,9.9,8.0,4.7,-0.1,38.2
COc1ccc(-c2[nH]ncc2CN2CCC(OCc3cccnc3)CC2)c(F)c1,16.8,-1.8,4.8,-0.4,-13.2,-30.8,6.1,0.8,4.7
COc1ccc(N(CC(=O)O)S(=O)(=O)c2c(C)n[nH]c2C)cc1,8.8,18.1,8.2,2.6,.,4.5,3.5,1.1,-7.8
Cc1nc(NS(=O)(=O)c2ccccc2)sc1NC(=O)Nc1ccccc1,11.3,-2.2,4.5,1.2,-10.5,32.7,2.5,0.9,-1.7
CCN(CC)c1ccc(/C=C/C(=O)c2ccc(Br)cc2)cc1,5.4,-1.3,10.6,55.8*,-2.6,-1.4,3.3,58.9*,18.1
Cc1ccc(S(=O)(=O)N2CCN(C(=O)CCN3C(=O)c4ccccc4C3=O)CC2)cc1C,39.1,8.1,5.0,-1.8,-18.1,-23.4,16.9,0.2,29.6
Nc1nonc1C(=O)N/N=C/c1cccc([N+](=O)[O-])c1,29.2,-3.1,10.9,0.5,-8.1,11.6,-2.8,0.8,27.3
COC(=O)C(C)Oc1ccc(=O)[nH]n1 (centres undefined),7.8,-0.8,20.3,2.6,2.0[fluorescence artefact?],24.1,-11.3,0.2,-6.5
COc1cccc(CN2CCN(Cc3ccc(C#CC(C)(C)O)s3)CC2CCO)c1 (centres undefined),6.2,1.7,6.6,0.5,-22.3,-5.3,5.8,2.4,29.2
O=C(COc1ccccc1)NC1CCS(=O)(=O)C1 (centres undefined),14.1,-1.8,8.6,2.2,-8.8,-10.9,14.2,1.6,21.3
COc1ccc(CNC(=O)C2CCCN(S(=O)(=O)c3c(C)nn(C)c3C)C2)cc1 (centres undefined),-7.1,3.7,16.8,1.9,5.3,18.8,11.4,0.9,18.6
CCOC(=O)c1[nH]c2ccccc2c1NC(=S)Nc1cccc(C)c1C,19.9,-2.0,.,-1.3,-2.9[fluorescence artefact?],42.9,-36.1,1.4,15.5
Cc1ccc2cc(COC(=O)c3cccc([N+](=O)[O-])c3)c(=O)[nH]c2c1,3.9,.,8.9,-1.4,-10.1,-27.9,-5.5,-1.1,43.1
CCOC(=O)c1cc(-c2ccccc2)n(CCC(=O)NC(C)CC)c1C (centres undefined),18.6,-0.8,3.8,-0.4,17.0,31.4,-11.2,-0.5,24.5
COc1ccc(-n2c(-c3ccc(Br)cc3)c[n+]3c2SC(C)C3)cc1 (centres undefined),10.0,-3.6,-0.7,0.2,-2.3,-43.6,9.0,1.2,-25.2
COc1ccc(CNC(=O)C/C(C)=N/NC(=O)COc2cccc(C)c2)cc1,-14.6,0.6,1.8,-0.5,-12.7,9.2,6.3,0.1,9.9
O=C(NNC(=S)NCC1CCCO1)c1ccc(S(=O)(=O)N2CCOCC2)cc1 (centres undefined),11.1,-1.0,4.9,1.1,-15.6,11.8,-2.0,0.6,17.2

# Screening results as filed in PubChem BioAssay.
